CAL PDZ FP-1: blocks peptide binding to the human CAL PDZ domain. purified CAL PDZ, TMR-peptide fluorescence polarization, 1 h. inhibition, % at 24.9 µM. hit rate 0.92% among 300,000. AID 602252;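 active = mean inhibition of at least 30% with at least half of replicates also reaching 30%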;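 note: 0% = DMSO neutral control and 100% = excess unlabeled competitor peptide PRC23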
CAL PDZ FP-2: human CAL PDZ-peptide interaction inhibition; Q9HD26; purified CAL PDZ, TMR-peptide fluorescence polarization, 1 h; inhibition, % at 20 µM; hit rate 0.02% among 330,000; AID 504414;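 active = highest replicate inhibition of at least 40%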;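 note: plate controls were DMSO neutral control wells for no effect and unlabeled competitor peptide control wells for full effect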
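Material: tagged CAL PDZ protein CerCALP, purified; buffer or medium: sodium phosphate/NaCl buffer pH 7.4 with TCEP, IgG, Thesit; also added: fluorescent TMR peptide probe; schedule: 1 h incubation at room temperature before polarization reading; technique: fluorescence polarization from S- and P-plane intensities, G-factor corrected; control set: unlabelled peptide and DMSO controls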
Keap1-Nrf2 PPI: disrupts human Keap1 binding to Nrf2 peptide; Q14145; Keap1 Kelch-Nrf2 peptide fluorescence polarization, 1536-well; inhibition, % at 9.4 µM; hit rate 0.15% among 340,000; AID 504523; in the data active = inhibition above about 12%;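 note: human Keap1 Kelch domain with fluorescein labeled Nrf2 9mer peptide probe; 0% = neutral control wells and 100% = peptide positive control; higher means more block of Keap1 binding to Nrf2 peptide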
RTF Ca sens act: cardiac RTF calcium sensitization; IANBD-labeled TnC RTF fluorescence at EC20 calcium; 0% EC20 calcium, 100% full calcium; hit rate 0.24% among 340,000; AID 493008; activation, % at 7.2 µM; P19429+P45379;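 active = activation above the mean over all tested compounds plus 3 SD, cut at about 30% in these data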;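 note: rise in fluorescence read as greater calcium sensitivity of cardiac thin filaments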
Rtt109 HAT inh: inhibitors of Candida albicans Rtt109/Vps75 histone acetyltransferase; Q5AAJ8; inhibition, % at 34.9 µM; hit rate 0.16% among 330,000; purified Rtt109/Vps75, ThioGlo CoA-SH fluorescence, 4 h;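 active = inhibition of at least 50% in every replicate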
Target sequence (Q5AAJ8 whole entry, looked up): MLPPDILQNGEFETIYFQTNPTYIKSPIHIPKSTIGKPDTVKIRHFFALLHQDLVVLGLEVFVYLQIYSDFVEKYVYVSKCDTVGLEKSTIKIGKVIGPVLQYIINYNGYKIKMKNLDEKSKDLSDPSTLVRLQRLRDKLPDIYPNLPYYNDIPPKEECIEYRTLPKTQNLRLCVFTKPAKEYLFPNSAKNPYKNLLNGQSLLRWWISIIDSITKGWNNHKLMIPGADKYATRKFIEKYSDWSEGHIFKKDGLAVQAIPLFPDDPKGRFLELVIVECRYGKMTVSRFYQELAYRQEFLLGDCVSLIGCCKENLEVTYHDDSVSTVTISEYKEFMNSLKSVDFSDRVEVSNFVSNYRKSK
SR-BI uptake up: enhances SR-BI lipid uptake from DiI-HDL. hit rate 0.096% among 320,000. CHO ldlA[mSR-BI] cells, DiI-HDL uptake fluorescence, 3 h; 100 = double the neutral-control signal. activation, % at 12.5 µM;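 active = mean replicate activation of at least 60% and every replicate at or above 60%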;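 note: 0% = median plate neutral-control signal and 100% = twice that signal; values of inactives mirror those of a sister screen read the other way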
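System: LDL receptor-deficient CHO ldlA cells overexpressing murine SR-BI | Timing: 3 h uptake period with compound, 37 °C | Medium: HEPES-buffered (25 mM, pH 7.4) F12 plus 0.5% BSA | Dosing: Single-point compound dose | Signal: Bottom-read fluorescence, 550/595 nm | Read-out: Retained DiI signal reflecting DiI-HDL uptake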
RTF Ca sens inh: cardiac RTF calcium desensitization; P19429+P45379; IANBD-labeled cardiac RTF, Ca2+ fluorescence; inhibition, % at 7.15 µM; hit rate 0.12% among 340,000; AID 493244;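 active = inhibition above the mean inhibition of all tested compounds plus 3 SD, cut at about 17% in these data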;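 note: assay run at fixed EC70 calcium of 1.6 mM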
PKA-R2B activ: activators of human PKA-R2B complex | P22694+P31323 | PKA-R2B holoenzyme dissociation, Cy5-IP20 fluorescence polarization; R2B truncated from residue 108, S112A mutant; 0% DMSO only, 100% 113 µM cGMP | activation, % at 11.4 µM | hit rate 0.079% among 340,000 | AID 504700;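 active = activation above a cutoff set at the mean over all compounds plus 3 SD, cut at about 18% in these data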;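 note: higher means more holoenzyme dissociation and a rise in polarization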
Target sequence (P31323 whole entry, looked up, other chains not shown, the tested form may be a part): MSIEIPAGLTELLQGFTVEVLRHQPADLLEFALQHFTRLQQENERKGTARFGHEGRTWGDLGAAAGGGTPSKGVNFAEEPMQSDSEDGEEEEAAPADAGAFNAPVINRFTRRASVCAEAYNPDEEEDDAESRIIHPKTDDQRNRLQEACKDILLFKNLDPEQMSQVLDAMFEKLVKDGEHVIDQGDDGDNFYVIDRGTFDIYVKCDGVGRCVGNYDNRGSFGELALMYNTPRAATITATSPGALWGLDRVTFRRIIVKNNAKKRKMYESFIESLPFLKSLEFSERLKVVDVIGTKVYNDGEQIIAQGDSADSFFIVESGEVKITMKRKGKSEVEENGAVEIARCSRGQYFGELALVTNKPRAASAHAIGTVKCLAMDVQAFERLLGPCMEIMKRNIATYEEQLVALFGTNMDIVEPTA
DAGLB inh: blocks human DAGLB lipase activity | Q8NCG7 | HEK293T DAGLB membrane lysate, EnzChek fluorogenic substrate | inhibition, % at 5.17 µM | hit rate 0.059% among 340,000; in the data active = inhibition above about 34%;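 note: 0% = enzyme with vehicle and 100% = wells lacking enzyme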
LANA DNA inh: inhibitors of KSHV LANA C-terminal domain DNA binding; AID 504423; MBP-C-LANA/FAM-LBS DNA binding, fluorescence polarization; inhibition, % at 9 µM; hit rate 0.078% among 340,000;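 active = highest replicate inhibition at or above 60% at 9 µM, even if other replicates fall short; inactive = all replicates below 60% inhibition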;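 note: 0% = neutral control wells and 100% = 4 µM acridine orange control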
Starred values were filed as active, the others as inactive; . = not tested or not shown.

SMILES	CAL PDZ FP-1	CAL PDZ FP-2	Keap1-Nrf2 PPI	RTF Ca sens act	Rtt109 HAT inh	SR-BI uptake up	RTF Ca sens inh	PKA-R2B activ	DAGLB inh	LANA DNA inh
COc1ccccc1NC(=S)NC(NC(C)=O)C(Cl)(Cl)Cl (stereo not given)	-2	-2.4	-4	3	-2	-11	0	-9	4	1.5
Cc1ccc(N(C(=O)c2csnn2)C(C(=O)NCc2ccccc2)c2cccnc2)cc1 (stereo not given)	-4	-2.8	4	-1	3	26	3	6	-1	3.0
OCCC1CN(Cc2nc(-c3ccccc3)cs2)CCN1CCc1ccccc1 (stereo not given)	5	-0.3	1	-9	-1	-18	-25	-9	0	1.6
CN1CCN(c2nc3ccccn3c(=O)c2/C=C(\C#N)S(=O)(=O)c2ccccc2)CC1	-3	-1.6	-6	8	6	11	-4	13	-3	0.5
CCOc1ccccc1N(CC(=O)NCc1ccc(OC)cc1)S(C)(=O)=O	-2	-3.3	-2	11	.	16	-3	1	0	-0.5
CCCN1C(=O)C(O)(C2CC(=O)CC(C)(C)O2)c2ccccc21 (stereo not given)	7	-0.3	-4	-6	4	34	5	10	-3	2.6
O=C(c1cccs1)N(CC1CCCO1)c1nc(-c2ccccc2)cs1 (stereo not given)	.	0.0	-6	3	0	-48	-3	0	-16	1.2
O=C(O)c1cccc(-n2c(/C=C/c3ccccc3)nc3ccccc3c2=O)c1	-2	-2.6	-5	-5	1	3	5	10	4	-0.1
COC(=O)c1ccc(NC(=O)CCN2CCN(CCC(=O)Nc3ccc(C(=O)OC)cc3)CC2)cc1	-5	-0.2	1	-6	-3	-32	-7	-4	-2	-0.5
O=c1ccc2ccccc2n1Cc1cccc(F)c1	-2	-2.2	-4	0	.	-13	-6	11	-3	-0.4
COc1cccc(CNc2cccc(C(F)(F)F)c2)c1O	0	-4.7	-2	7	2	-4	-6	-3	3	1.0
CCOC(=O)c1c(-c2ccc(OC)cc2)oc2cc(Br)c(O)cc12	-8	-0.9	1	-2	-7	-67	0	0	-7	-1.0
Cc1ccc(NC(=O)CSc2nc(N)cc(N)n2)cc1S(=O)(=O)N1CCOCC1	-9	-1.1	1	0	8	11	-1	-6	-1	0.5
CC12CCC(=O)N1C(C(=O)NNC(=O)c1cccc(Cl)c1)CS2 (stereo not given)	0	0.5	0	-2	0	30	6	-17	1	-0.7
O=C(NCN1CCc2ccccc2C1)c1cnccn1	2	-3.0	-3	-4	-1	6	4	5	2	0.5

In the list so far, these contain a halogen.
SMILES	CAL PDZ FP-1	CAL PDZ FP-2	Keap1-Nrf2 PPI	RTF Ca sens act	Rtt109 HAT inh	SR-BI uptake up	RTF Ca sens inh	PKA-R2B activ	DAGLB inh	LANA DNA inh
COc1ccccc1NC(=S)NC(NC(C)=O)C(Cl)(Cl)Cl (stereo not given)	-2	-2.4	-4	3	-2	-11	0	-9	4	1.5
O=c1ccc2ccccc2n1Cc1cccc(F)c1	-2	-2.2	-4	0	.	-13	-6	11	-3	-0.4
COc1cccc(CNc2cccc(C(F)(F)F)c2)c1O	0	-4.7	-2	7	2	-4	-6	-3	3	1.0
CCOC(=O)c1c(-c2ccc(OC)cc2)oc2cc(Br)c(O)cc12	-8	-0.9	1	-2	-7	-67	0	0	-7	-1.0
CC12CCC(=O)N1C(C(=O)NNC(=O)c1cccc(Cl)c1)CS2 (stereo not given)	0	0.5	0	-2	0	30	6	-17	1	-0.7

(cont.)
SMILES	CAL PDZ FP-1	CAL PDZ FP-2	Keap1-Nrf2 PPI	RTF Ca sens act	Rtt109 HAT inh	SR-BI uptake up	RTF Ca sens inh	PKA-R2B activ	DAGLB inh	LANA DNA inh
Nc1c(C(=O)NCc2ccc3c(c2)OCO3)c2nc3ccccc3nc2n1CCCN1CCOCC1	-3	-1.2	-1	-15	-4	24	-6	3	3	-2.7
CSc1nnc2n(C)c3c(c(=O)n12)C1(CCCC1)Cc1ccccc1-3	-1	-1.2	-2	-6	-3	-24	12	-5	1	0.5
COc1cccc(C(=O)Nc2cccc(-c3ccc(N4CCOCC4)nn3)c2)c1OC	-1	-11	-5	1	.	-28	-12	-10	1	1.1
COc1cccc(OCc2cc(C(=O)NCc3cnc4ccccn34)no2)c1	-4	-2.6	-4	2	9	-10	-4	0	3	0.9
Cc1ccc(F)cc1NC(=O)CSCc1nc2sc(C)c(C)c2c(=O)[nH]1	-4	-1.7	.	-3	.	15	0	-8	2	.
C/C=C/CSc1nc2c(c(=O)[nH]c(=O)n2C)n1C(C)C	0	-3.1	1	6	-9	.	-5	-2	0	-2.0
CC(=O)NC(CCS(C)(=O)=O)C(=O)Nc1cc(Cl)ccc1Cl (stereo not given)	.	-1.0	1	3	-10	18	1	4	0	2.3
CCOC(=O)[C@@H]1CSCCS(=O)(=O)N1Cc1ccccc1Br	-2	-0.8	-6	-4	5	2	4	-12	-4	0.1
CC1(C)Oc2ccc3ccc(=O)oc3c2-c2cn[nH]c21	-5	-2.7	-1	1	2	-20	-6	-2	0	1.7
O=C(Nc1ccccc1O)c1cc(S(=O)(=O)N2CCOCC2)c(Cl)cc1Cl	-3	-2.1	-1	-6	26	5	0	-4	3	-0.4
Cc1cc(OC(=O)c2ccc(S(=O)(=O)N3CCCCC3)cc2)c([N+](=O)[O-])c(=O)[nH]1	1	-0.5	-1	-3	-1	13	5	2	0	1.0
O=C(COC(=O)/C=C/c1cccc([N+](=O)[O-])c1)NCc1ccco1	-3	-3.4	2	1	10	18	-1	-4	0	-4.9
C=CCNc1nc(Cl)nc(Nc2ccc(OCC)cc2)n1	-4	-2.2	3	-7	-10	-23	1	6	1	-1.4
CN(C)CCCNC(=O)c1ccccn1	-3	0.6	-1	0	5	11	6	2	-3	-0.1
O=C(CCl)Nc1cccc2ncccc12	-3	-0.4	-1	4	-3	6	5	-4	-1	-0.5
O=C1c2cnc3nc(SCc4ccc(Cl)cc4)nn3c2CC2c3ccccc3CCN12 (stereo not given)	-2	-1.0	-5	5	-6	8	2	3	0	0.8
O=C(CSc1nccn1-c1cccc(Cl)c1)NO	-2	-2.6	-6	-9	-17	.	-22	9	-5	-1.9
C=C(C)CC(Nc1ccc(OC)cc1)c1ccco1 (stereo not given)	0	-0.1	-2	1	0	7	-2	9	-1	-0.5
Cc1nn(Cc2ccccc2)c(C)c1NC(=O)CSc1nc2c(c(C(F)(F)F)n1)CCc1ccccc1-2	-1	-3.3	-3	4	2	-4	6	1	-2	0.4
O=C(CSc1nnc(CCc2ccccc2)n1-c1ccc(Cl)cc1)NCc1ccccc1	-1	-2.5	1	-2	13	-19	9	-7	1	-1.5
COc1ccc(S(=O)(=O)Nc2cc3c4c(c2)CC(=O)N4CCC3)cc1	-2	-2.4	4	-4	-4	8	-2	-7	1	-0.5
COc1cc2c(cc1OC)C(c1ccccc1O)NCC2 (stereo not given)	.	-1.1	-7	2	3	-1	-11	-9	0	2.5
COc1cccc(NC(=O)COc2ccccc2C(N)=O)c1	-3	-1.1	1	-3	-5	6	-8	6	-5	0.4
O=C(NCCN1CCCCC1)c1ccc(=O)oc1	0	-1.0	1	-2	.	-4	10	-4	2	-1.0
Nc1nc(-c2ccccn2)nc(N)c1Cc1ccc(Cl)cc1Cl	.	-0.3	-3	8	5	-22	0	-10	-4	-1.3
CCOc1cc(-c2noc(CCCC(N)=O)n2)cc(Br)c1OC	2	.	1	-4	-3	2	0	0	-1	-1.0
COc1ccc(OC)c(CN2CCN(C(=O)CNC(=O)c3ccccc3F)CC2)c1	-5	-0.5	-2	-1	3	-9	-6	-4	0	0.2
Nc1nc(NCc2ccco2)nc(N2CCCCCC2)c1[N+](=O)[O-]	-2	-1.1	1	30	-5	8	1	0	6	-1.0
Cc1ccc(C(=O)NCC(=O)O)cc1S(=O)(=O)N1CCCCC1	-3	-0.2	0	1	-7	-15	-2	-3	2	-0.9
O=C(O)c1ccc(C2Nc3ccccc3C(=O)N2Cc2ccccc2)cc1 (stereo not given)	-4	1.4	-4	-4	-37	19	-5	-5	0	0.3

Some entries already given, reduced to LANA DNA inh:
Structure	LANA DNA inh
CCOc1cc(-c2noc(CCCC(N)=O)n2)cc(Br)c1OC	-1.0
COc1ccc(OC)c(CN2CCN(C(=O)CNC(=O)c3ccccc3F)CC2)c1	0.2
Nc1nc(NCc2ccco2)nc(N2CCCCCC2)c1[N+](=O)[O-]	-1.0

Quoted at random: two entries already listed
SMILES	CAL PDZ FP-1	CAL PDZ FP-2	Keap1-Nrf2 PPI	RTF Ca sens act	Rtt109 HAT inh	SR-BI uptake up	RTF Ca sens inh	PKA-R2B activ	DAGLB inh	LANA DNA inh
Cc1ccc(C(=O)NCC(=O)O)cc1S(=O)(=O)N1CCCCC1	-3	-0.2	0	1	-7	-15	-2	-3	2	-0.9
CC1(C)Oc2ccc3ccc(=O)oc3c2-c2cn[nH]c21	-5	-2.7	-1	1	2	-20	-6	-2	0	1.7

Continued:
SMILES	CAL PDZ FP-1	CAL PDZ FP-2	Keap1-Nrf2 PPI	RTF Ca sens act	Rtt109 HAT inh	SR-BI uptake up	RTF Ca sens inh	PKA-R2B activ	DAGLB inh	LANA DNA inh
Cc1ccc(CNC(=O)CC(C)S(=O)(=O)c2cc3c(cc2C)NC(=O)CO3)cc1 (stereo not given)	.	-0.4	3	4	-3	0	-7	1	-3	-1.0
Cc1ccc(CCNC(=O)C2CCN(S(=O)(=O)N3CCCCC3)CC2)cc1	-3	-1.2	0	-1	5	-45	-4	-2	1	-0.1
O=C(CCN1C(=O)/C(=C/c2cccs2)SC1=S)Nc1ccc(C(=O)O)cc1	-3	-1.7	-1	-6	29	-6	-8	-3	1	-2.0
CCOC(=O)c1c(C)oc2ccc(O)c(CN(C)C)c12	-11	-0.5	4	-1	-16	2	-4	9	1	-2.0
Cc1ccc(S(=O)(=O)NCC(C)NC(=O)CN2CCOCC2)cc1 (stereo not given)	-8	-3.3	1	-6	3	16	-2	0	2	0.3
O=C(c1ccc(Br)s1)N1CCc2ccccc2C1	0	-3.1	2	2	-10	26	-2	0	-10	-1.4
Cc1ccc(S(=O)(=O)N2CCOCC2)cc1C(=O)Nc1ccc(-c2cn3ccsc3n2)cc1	-3	-3.6	1	11	9	-46	-6	-5	-1	1.3
Cc1nc2ccccc2c2nc(N)nn12	11	.	0	-5	-2	1	-14	1	-3	2.8

Screening results deposited in PubChem by several laboratories.
